APOBEC3G inh = APOBEC3G (human) deaminase inhibition | Q9HC16 | recombinant A3G, ssDNA deamination FAM/TAMRA fluorescence | inhibition, % at 20 µM | 330,000 tested, 0.28% active;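 active means inhibition of at least 40% at 20 µM, with no more than 30% in the related APOBEC3A deaminase screen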;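 further: plate controls were DMSO wells with A3G for no effect and wells lacking A3G enzyme for full effect; some compounds called inactive have numbers as strong as hits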
CCR6 antag = antagonists of human CCR6 receptor; P51684; CHO-K1 CCR6 PathHunter beta-arrestin, luminescence, CCL20-stimulated; inhibition, % at 20 µM; 340,000 tested, 0.49% active;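 active means compounds whose inhibition of the agonist-driven luminescence signal at 20 µM reaches about 50%, limit read from the data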;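 further: cells stimulated with CCL20 at 14 nM final; plate controls were DMSO with CCL20 for no effect and DMSO without agonist for full effect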
Target sequence (P51684 whole entry, looked up): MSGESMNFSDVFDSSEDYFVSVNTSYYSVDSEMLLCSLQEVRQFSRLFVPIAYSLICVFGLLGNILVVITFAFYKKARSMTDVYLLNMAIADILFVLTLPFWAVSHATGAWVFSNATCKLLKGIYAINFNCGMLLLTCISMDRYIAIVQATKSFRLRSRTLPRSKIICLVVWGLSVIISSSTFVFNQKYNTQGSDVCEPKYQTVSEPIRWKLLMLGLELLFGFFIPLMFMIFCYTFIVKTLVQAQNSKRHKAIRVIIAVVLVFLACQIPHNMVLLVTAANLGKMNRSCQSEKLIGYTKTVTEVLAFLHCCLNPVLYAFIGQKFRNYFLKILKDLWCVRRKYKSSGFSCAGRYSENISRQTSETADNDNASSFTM
Gli-Sufu block = Gli-Sufu pathway antagonism | Sufu-KO-LIGHT fibroblasts, Gli luciferase reporter luminescence | inhibition, % at 5 µM | 340,000 tested, 0.74% active;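 active means inhibition above about 55%, limit read from the data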;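 further: 0% = DMSO-treated cells and 100% = wells with medium but no cells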
CXCR6 block = blocks human CXCR6 beta-arrestin recruitment | 360,000 tested, 0.36% active | O00574 | inhibition, % at 20 µM | CHO-K1 PathHunter CXCR6 beta-arrestin, luminescence; in the data active means inhibition above about 34%, passing the limit was not always enough;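 further: antagonist mode with CXCL16 agonist at 10 nM final; 0% = 10 nM CXCL16 with DMSO and 100% = unstimulated wells without agonist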
Target sequence (O00574 whole entry, looked up): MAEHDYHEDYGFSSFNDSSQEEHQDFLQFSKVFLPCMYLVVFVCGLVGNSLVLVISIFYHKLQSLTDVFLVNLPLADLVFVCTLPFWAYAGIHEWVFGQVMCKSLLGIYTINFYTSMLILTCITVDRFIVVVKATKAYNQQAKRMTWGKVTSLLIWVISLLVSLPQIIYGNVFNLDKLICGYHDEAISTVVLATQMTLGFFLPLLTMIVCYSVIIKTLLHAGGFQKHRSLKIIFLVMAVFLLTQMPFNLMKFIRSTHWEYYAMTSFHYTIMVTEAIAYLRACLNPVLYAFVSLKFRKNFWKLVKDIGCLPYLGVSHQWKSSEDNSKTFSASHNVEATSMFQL
MPTP block = permeability transition pore inhibition | isolated mouse mitochondria, Ca2+ swelling absorbance, 30 min | inhibition, % at 10 µM | AID 602449 | 360,000 tested, 1.4% active;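 active means inhibition of 50% or more, scaled per plate between neutral and stimulator controls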;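 further: 0% = DMSO wells given calcium and 100% = 1 mM EGTA wells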
A3A deaminase = human APOBEC3A DNA deaminase inhibition. AID 493011. 330,000 tested, 0.41% active. inhibition, % at 20 µM. recombinant A3A, FAM/TAMRA ssDNA deamination fluorescence;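 active means at least 40% inhibition at 20 µM here, with at most 30% in a related deaminase screen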;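 further: plate controls were A3A with DMSO for no effect and wells lacking A3A enzyme for full effect; some results filed as inactive read as strong as hits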
NR3A LBD binder = modulates the human NR3A ligand-binding domain | NR3A LBD differential scanning fluorimetry, Tm shift; 0% = protein alone, 100% = glycine-bound protein | Tm shift relative to glycine control, % at 25 µM | 340,000 tested, 2.5% active | AID 1259313;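 active means melting temperature shift of at least 10% of the positive control shift, at one fixed dose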
EBI2 block = blocks human EBI2 receptor beta-arrestin signaling. P32249. EBI2 beta-arrestin recruitment, luminescence, 7a,25-OHC stimulated. inhibition, % at 5 µM. 360,000 tested, 0.81% active. AID 651636; in the data active means inhibition above about 38%;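 further: enzyme fragment complementation signal reports receptor beta-arrestin coupling in cells; 0% = agonist plus DMSO wells and 100% = wells without agonist; some results beyond the cut were filed as inactive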
Target sequence (P32249 whole entry, looked up, the tested form may be a part): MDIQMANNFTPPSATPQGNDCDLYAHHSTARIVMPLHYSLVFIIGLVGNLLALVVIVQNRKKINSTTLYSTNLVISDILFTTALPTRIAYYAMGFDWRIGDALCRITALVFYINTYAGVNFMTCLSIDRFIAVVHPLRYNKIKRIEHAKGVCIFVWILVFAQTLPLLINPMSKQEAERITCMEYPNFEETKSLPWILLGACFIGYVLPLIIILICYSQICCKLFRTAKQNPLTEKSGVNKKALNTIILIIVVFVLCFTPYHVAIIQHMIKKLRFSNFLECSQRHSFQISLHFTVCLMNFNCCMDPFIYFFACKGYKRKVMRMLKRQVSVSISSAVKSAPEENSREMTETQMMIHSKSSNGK
An asterisk follows results filed as active; x = no result given. Compounds as they come; 5.8% or so of the library scored in one or more.

SMILES | APOBEC3G inh | CCR6 antag | Gli-Sufu block | CXCR6 block | MPTP block | A3A deaminase | NR3A LBD binder | EBI2 block
COc1ccc(OC)c(S(=O)(=O)NCCCc2ccccc2)c1 | 18 | 4 | 4 | 7 | 0.5 | -8 | 3 | -12
O=c1c2ccc(Cl)cc2nc2n1CC/C2=C\c1cccc(O)c1 | -7 | -17 | 5 | -16 | 3.5 | -2 | 23* | 13
CN(C)C(CNC(=O)c1cccc(S(=O)(=O)Nc2ccc(Br)cc2)c1)c1ccco1 (centres undefined) | 0 | 11 | 4 | 5 | -0.5 | 4 | 2 | 3
Cc1ccc(NS(=O)(=O)c2cc(C(=O)NCCSC3CCCCC3)ccc2C)cc1 | -3 | 5 | 2 | 16 | 21 | -1 | 7 | 3
CCOC(=O)N1CCN(C(=O)CNC(=O)c2ccc(Cl)cc2Cl)CC1 | -7 | -1 | 4 | 2 | -2.5 | -3 | 1 | -7
Cc1ccc(N/N=C(\C#N)C(N)=S)c(C)c1 | x | 17 | 17 | 0 | 90* | x | -2 | -8
CC(C)C(NC(=O)c1ccccc1)C(=O)NCCc1ccccc1 (centres undefined) | -7 | 10 | -10 | 7 | -1.3 | -1 | 0 | 8
COCCCNC(=O)CN1C(=O)c2ccccc2C1=O | 0 | -1 | -4 | -4 | -0.1 | 0 | 2 | -7
CCCCC(=O)N(CCOC)c1nnc(-c2cccnc2)s1 | -4 | -2 | 1 | 1 | -3.5 | -3 | 0 | -11
Cc1nc(NC(=O)c2cccc(-c3cc4ccccc4oc3=O)c2)ccc1Br | -3 | 7 | -47 | 0 | -23 | -2 | 4 | -5
COc1ccc(OC)c(S(=O)(=O)N2CCC(NC(=O)c3ccccc3)CC2)c1 | -8 | 2 | -5 | -14 | 0.4 | -3 | 3 | 9
COCCNC(=O)COc1ccc(C)c(C)c1 | -4 | -10 | -5 | -4 | -1.1 | -2 | -6 | -9
COc1ccc(Cl)cc1NC(=O)C(=O)NC1CCCCCC1 | -2 | 21 | 4 | -2 | 4.2 | 1 | 1 | 3
S=c1[nH]c(-c2ccccc2)cn1/N=C/c1ccncc1 | 56* | 13 | 20 | -12 | -0.6 | -17 | -1 | -8
O=C(O)c1nn(-c2ccccc2C(F)(F)F)cc1O | -4 | 5 | -1 | -14 | 2.9 | 5 | 4 | 11
Cc1ccc(C(=O)OCC(=O)Nc2ccc(S(N)(=O)=O)cc2)c(O)c1 | -8 | 4 | 4 | 4 | 0.9 | 2 | -2 | 13
CC(C)(C)CN1CCN(CC#Cc2ccccc2)CC1CCO (centres undefined) | -2 | -1 | 5 | 2 | -0.1 | -3 | 0 | -10
O=C1CCN(Cc2ccccc2)S(=O)(=O)c2c(F)cc(F)cc21 | -7 | 14 | -2 | -6 | -1.5 | -2 | 1 | 7
Cc1cc(C)c(C)c(S(=O)(=O)N2CCN(c3ncnc4ccccc34)CC2)c1C | -4 | -5 | 53 | -1 | 76* | 8 | -2 | -7
O=C(NCC1CCCO1)c1ccc2c(c1)C(=O)N(c1cccc([N+](=O)[O-])c1)C2=O (centres undefined) | -7 | 16 | -4 | 10 | -0.9 | -1 | 2 | 2
O=C1c2ccccc2S(=O)(=O)c2cc(N3CCC(C(=O)N4CCCCC4)CC3)ccc21 | -8 | 9 | 8 | x | x | -2 | -1 | x
O=C(Nc1ccc(CN2CCOCC2)cc1)c1cccc(-c2cc3ccccc3oc2=O)c1 | -5 | -8 | -15 | 7 | 0.6 | 2 | 3 | 7
Cc1ccc(OC(=O)C23CC4CC(CC(C4)C2)C3)c(C)n1 | -1 | 7 | 5 | -2 | -0.8 | -1 | -15 | -2
CC1CN(S(=O)(=O)c2cccc(C(=O)Nc3ccccc3N3CCCC3)c2)CC(C)O1 (centres undefined) | -8 | 13 | 15 | 6 | 0.3 | -2 | 0 | -5
Cc1ccc(-n2[nH]c(C)c(C=NCc3ccncc3)c2=O)cc1 | -7 | 1 | 2 | 3 | 3.4 | -2 | -1 | -2
CCOC(=O)C1CCN(CCC(=O)Nc2ccc(Br)c(C)c2)CC1 | 21 | 8 | -3 | -7 | 2.0 | -1 | 1 | 6
C[C@H](NC(=O)C1CCC(CNC(=O)[C@@H]2CCCN2C(=O)OC(C)(C)C)CC1)C(=O)O (some centres undefined) | -3 | 4 | -1 | -5 | -1.8 | 3 | 2 | -3
Cc1ccccc1OCCn1cc(C(=O)C(=O)N2CCOCC2)c2ccccc21 | -8 | 7 | -19 | 6 | -1.6 | 0 | 0 | 3
O=C(NCc1csc(-c2cccs2)n1)Nc1ccc(C(F)(F)F)cc1 | -6 | 4 | 8 | -5 | 66* | -1 | 1 | 0
Cc1cc2cc(CN(CCN(C)C)C(=S)NCc3ccco3)c(=O)[nH]c2cc1C | -4 | 14 | 19 | 3 | -2.3 | -3 | -2 | -2
Cc1cc(C)n2nc(SCC(=O)N3CCN(c4ccccc4)CC3)nc2n1 | 18 | 4 | 3 | -1 | -0.2 | 4 | 0 | 2
COc1ccc(Cl)cc1NC(=O)CNCc1cccs1 | -8 | 24 | 1 | 2 | 0.1 | -3 | 0 | 11
O=C(O)CCc1nn2c3ccccc3n(Cc3ccccc3)c2nc1=O | -5 | 4 | 3 | -14 | -1.5 | -3 | 1 | 4
Cc1ccc(CN2CCSc3ccc(C(=O)N4CCN(c5ncccn5)CC4)cc32)cc1 | 1 | 6 | 24 | -5 | 66* | 3 | -1 | 27
COc1ccc(/C=C(\NC(=O)c2cccs2)C(=O)NCc2ccco2)cc1OC | -4 | -1 | 7 | -6 | 2.5 | -1 | 3 | -5
Cc1ccc(CNC(=O)CSc2nc(N3CCCCC3)nc(N3CCCCC3)n2)cc1 | -3 | 16 | -19 | 10 | 15 | -1 | -2 | 4
Cc1ccccc1NCc1ccccc1O | -1 | -5 | 3 | -6 | -3.3 | 0 | 0 | 7
CCC(=O)c1ccc(OCC(=O)OCC(=O)Nc2ccc3c(c2)OCCO3)cc1 | -1 | -2 | -4 | 1 | -1.2 | 0 | 3 | -11
O=C(CCS(=O)(=O)c1ccc(Br)s1)Nc1ccccc1Br | -4 | 8 | 26 | 0 | 0.6 | 1 | 1 | 1
COc1ccc(N2CCN(c3nc4ccccc4n3CC(=O)c3ccccc3)CC2)cc1 | -5 | 30 | 11 | 30 | 2.7 | -4 | 5 | 19
CC(C)(C)[C@H]1COC(=O)CCC/C=C/C[C@H](CC(=O)NCCO)C(=O)N1 | -3 | -1 | -8 | -15 | 0.3 | 2 | -2 | 2
CN(CC(=O)N1CCN(Cc2ccccc2)CC1)C(=O)Cc1ccc(Cl)c(Cl)c1 | 1 | 8 | 0 | -7 | 0.4 | 50* | -2 | 8
NC(=O)c1c(-c2ccc(Cl)cc2Cl)csc1NC(=O)Cc1ccccc1 | x | 17 | 56* | -6 | 103* | x | -1 | 9
Cc1ccc(NS(=O)(=O)c2cc(C(=O)N3CCN(C)CC3)ccc2C)cc1 | -3 | -3 | -47 | 11 | -2.8 | -3 | 3 | -16
COCC(C)N=C1NN=C(c2ccc(NC(C)=O)cc2)CS1 (centres undefined) | -3 | 11 | -22 | 1 | 1.6 | 3 | 0 | -9
Oc1ccccc1N1CCN(c2nnnn2-c2ccccc2)CC1 | -3 | -1 | 1 | 3 | 0.4 | 1 | -1 | -1
O=C(N/N=C/c1ccncc1)c1cc(-c2ccc(Br)s2)[nH]n1 | -2 | -10 | -9 | -18 | -0.8 | -6 | 17* | 10
O=C(N/N=C/c1ccccc1)C(O)c1ccccc1 (centres undefined) | -8 | 10 | -4 | 4 | -0.5 | -4 | 2 | -9
CCOc1ccc2nc(NC(=O)CSc3nc4cccnc4n3C)sc2c1 | -2 | 18 | 16 | 12 | 1.9 | -2 | -13 | 28
Cc1ccc(S(=O)(=O)N/N=C/c2cnn(C)c2C)cc1 | -8 | 14 | -8 | 4 | -1.5 | -6 | -8 | -6

Sorted by molar mass (descending): 3 of the compounds above.
SMILES | APOBEC3G inh | CCR6 antag | Gli-Sufu block | CXCR6 block | MPTP block | A3A deaminase | NR3A LBD binder | EBI2 block
CCOc1ccc2nc(NC(=O)CSc3nc4cccnc4n3C)sc2c1 | -2 | 18 | 16 | 12 | 1.9 | -2 | -13 | 28
CC(C)(C)[C@H]1COC(=O)CCC/C=C/C[C@H](CC(=O)NCCO)C(=O)N1 | -3 | -1 | -8 | -15 | 0.3 | 2 | -2 | 2
Cc1ccc(S(=O)(=O)N/N=C/c2cnn(C)c2C)cc1 | -8 | 14 | -8 | 4 | -1.5 | -6 | -8 | -6

The results go on.
SMILES | APOBEC3G inh | CCR6 antag | Gli-Sufu block | CXCR6 block | MPTP block | A3A deaminase | NR3A LBD binder | EBI2 block
CC(OC(=O)c1ccc(NC(N)=O)cc1)C(=O)Nc1ccc2c(c1)OCCO2 (centres undefined) | -7 | 4 | 3 | 2 | -1.1 | 5 | 2 | -3
C#CCOn1c(-n2nc(C)cc2C)nc2ccccc2c1=O | -6 | -1 | 1 | -4 | -0.4 | 1 | -2 | 5
O=C(c1cccc(Cl)c1)N1CCN(c2ncnc3c2cnn3-c2ccccc2)CC1 | 0 | 2 | 2 | 7 | -0.6 | 2 | 2 | -8
O=C(O)CSc1nc2ccccc2n1C1CCCCC1 | -5 | 9 | 0 | -2 | 0.4 | 0 | -1 | 3
O=C(c1ccc(N2CCCCS2(=O)=O)cc1)N1CCN(c2ccccc2F)CC1 | 1 | -4 | 2 | -3 | -0.1 | 0 | -1 | -3
COc1cccc(NC(=S)N2CCN(C/C=C/c3ccccc3)CC2)c1 | -2 | 1 | -1 | -2 | -1.1 | 1 | -2 | 11
CCOC(=O)CSc1nnc2c3ccccc3n(CC)c2n1 | -5 | 11 | 0 | -3 | 0.5 | -2 | -1 | -4
O=C(CN1C(=O)c2ccccc2S1(=O)=O)Nc1ccc([N+](=O)[O-])cc1 | 3 | 4 | -1 | 4 | -2.2 | 2 | -2 | -4
O=C(c1ccco1)N1CCN(CCCCN2C(=O)c3ccccc3C2=O)CC1 | -3 | 0 | 36 | -13 | 0.3 | -1 | -6 | -5
CC(C)(C)CC(C)(C)Nc1c(-c2ccc(O)cc2)nc2cnccn12 | 1 | 2 | -8 | 4 | -1.7 | 6 | -4 | 19
COC(=O)Cn1nc(-c2ccccc2)c2cc(Cl)ccc21 | 2 | 11 | -2 | 4 | -2.5 | 3 | 0 | 12
CC(CNS(=O)(=O)c1ccc(Cl)cc1)n1cncn1 (centres undefined) | -9 | -22 | -19 | 0 | 0.1 | -2 | -1 | -7
COc1cc(NC(=O)CC2NCCNC2=O)cc(OC)c1 (centres undefined) | -6 | -3 | -3 | -1 | -3.2 | -5 | -1 | -3
CCN(CC)CCCNC(=O)C1c2ccccc2C(=O)N(C)C1c1ccc(OC)cc1 (centres undefined) | -5 | -16 | -32 | 6 | 1.2 | -4 | 0 | -4
COc1cccc(C2c3[nH]c4ccccc4c3CCN2Cc2cccn2-c2ncccn2)c1 (centres undefined) | -3 | -2 | 7 | -12 | 1.2 | -2 | -6 | 9
CCCC(NC(=O)CCc1c(C)c2cc3c4c(oc3c(C)c2oc1=O)CCCC4)C(=O)O (centres undefined) | -3 | 20 | 6 | -4 | -0.1 | 1 | -4 | 4
CC(=O)Nc1ccc(S(=O)(=O)NCc2cccnc2)cc1 | -2 | -4 | 1 | 9 | 32 | -2 | 2 | -2
CCOc1cc(N2CCOCC2)c(OCC)cc1NC(=O)COC(=O)c1ccc(Cl)cc1N | -1 | 16 | 10 | -4 | 1.3 | -3 | 0 | 22
CC(=O)Oc1cc(C(=O)OCC(=O)NC23CC4CC(CC(C4)C2)C3)cc(OC(C)=O)c1OC(C)=O | x | 6 | 8 | 2 | 1.1 | x | 1 | -8
O=C(/C=C/c1ccc(Cl)cc1)NCCCn1ccnc1 | -7 | 3 | 3 | -3 | -0.7 | -5 | 1 | -6

Assay outcomes: PubChem BioAssay, Sanford-Burnham Center for Chemical Genomics
